PhoP GFP inhibition: PhoP regulon inhibitors, Salmonella typhi PhoP promoter GFP reporter, confirmatory (AID 1850) | Salmonella Typhi PhoP-promoter GFP reporter, fluorescence, 4 h; higher % means a stronger effect | inhibition, % at 50 µM, or IC50 in µM where a hit was titrated | hit rate 0.33% among 310,000; in the data active means a potency from the dose series; inconclusive means inhibition mostly from about 25% at the one dose, without a potency; inactive means the rest, 99 in 100 with inhibition below about 19%;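 further: 0% = induced wells with vehicle and 100% = uninduced wells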
H1N1 NS1A inhibition: H1N1 influenza NS1A inhibitors, functional cell based assay (AID 504329); inhibition, % at 12.5 µM; hits with a dose series show IC50 in µM; NS1A functional cell-based assay, percent inhibition; higher % means a stronger effect; hit rate 0.3% among 340,000; in the data active means a potency from the dose series; inconclusive means inhibition above about 27% without an active follow-up result; further: strong numbers were not always called active
tuberculosis growth: growth inhibition of non-replicating M. tuberculosis (AID 488890). Mycobacterium tuberculosis non-replicating, growth inhibition; higher % means a stronger effect. hit rate 0.39% among 320,000. one-dose inhibition, % at 25 µM; IC50 in µM for titrated hits; in the data active means a potency from the dose series; inconclusive means inhibition mostly from about 82% at the one dose, without a potency; inactive means the rest, 99 in 100 with inhibition below about 76%;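 further: plate controls were DMSO cells for no effect and high antibiotic wells for full effect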
M. tuberculosis HTS: M. tuberculosis growth inhibition, HTS (AID 449762) | M. tuberculosis H37Rv growth inhibition, 7H9 media; higher % means a stronger effect | inhibition, % at 25 µM, or IC50 in µM where a hit was titrated | hit rate 0.59% among 330,000; in the data active means a potency from the dose series; inconclusive means inhibition above about 70% without an active follow-up result;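 further: bacterial growth assessed after seven days of incubation; strong numbers were not always called active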
VEEV TC-83 Vero: inhibitors of VEEV TC-83 cytopathic effect, confirmation, Vero cells (AID 588727); one-dose inhibition, % at 20 µM; IC50 in µM for titrated hits; Vero cells, VEEV TC-83 cytopathic effect inhibition; higher % means a stronger effect; hit rate 0.13% among 350,000; in the data active means a potency from the dose series; inconclusive means inhibition mostly from about 14% at the one dose, without a potency; inactive means the rest, 99 in 100 with inhibition below about 12%; further: strong numbers were not always called active
VEEV TC-83 Vero 10K pilot screen: also measured in VEEV TC-83 Vero; calls as there; inhibition, %; measured here: 10K pilot screen inhibition
The depositor's hits bear a star; i = inactive; ? = inconclusive; · = no result given.

SMILES | PhoP GFP inhibition | H1N1 NS1A inhibition | tuberculosis growth | M. tuberculosis HTS | VEEV TC-83 Vero | others
COc1ccc(CCNC(=O)Cn2nnc(-c3cccc(OC)c3OC)n2)cc1OC | -15% | -5% | 18% | 5% | 2.2%
O=C(NCC(=O)N1CCC2(CC1)NCCc1[nH]cnc12)c1ccccc1F | 4% | -5% | -5% | 0% | 0.5%
O=C(Nc1ccc(SC(F)(F)F)cc1)c1ccccn1 | -4% | 3% | 77% | 57% | 3.6%
O=S(=O)(/C=C/c1ccccc1)NCc1ccccc1Cl | 1% | 9% | -4% | 15% | 1.5%
Cc1csc(NC(CO)c2nc3ccccc3n2CCOCCO)n1 (stereo not given) | -7% | -3% | -16% | -3% | 0.5%
CC(=O)N1CCC(O)(c2cccc(C(F)(F)F)c2)CC1 | -5% | -9% | -4% | -9% | 3.6%
CCOC(=O)c1cnc2ccccc2c1Nc1cccc(C(=O)O)c1 | -4% | -9% | 17% | -6% | 0.1%
COc1ccc(-c2nn(-c3ccccc3)cc2C(=O)Nc2ccc(C(=O)O)cc2)cc1 | 0% | 0% | -9% | 3% | 2.8%
COc1ccc(CC(=O)Nc2cccc(C)n2)cc1OC | -5% | 9% | 21% | 4% | 0.3%
CC1=C(C(=O)Nc2cc(C)ccn2)C(c2ccc(C)cc2)C2=C(CCCC2=O)N1 (stereo not given) | 1% | -6% | 28% | -5% | 1.6%
Cc1cc(NC(=O)CCC(=O)N(CC(=O)NC2CCCC2)c2ccc(F)cc2)no1 | 5% | 12% | 0% | -7% | 1.0%
O=C(Nc1cccc2ccccc12)N1CCOCC1 | -10% | -7% | -3% | 0% | 0.5%
O=C(Nc1ccc(F)cc1F)C1(c2cccs2)CCOCC1 | 23% | -13% | 4% | 5% | i
COc1ccc(NS(=O)(=O)c2ccc3c(c2)[C@H]2C=CC[C@H]2[C@@H](c2ccc(C(=O)O)cc2)N3)cc1 | -2% | 24% | -10% | -2% | 2.1%
Cc1cc(Nc2nnnn2-c2ccccc2)n(-c2ccc(Cl)cc2)n1 | 1% | 7% | 1% | 0% | i
CC(C)n1nnnc1-c1ccc(Cl)cc1 | -3% | -6% | -5% | -6% | 0.5% | VEEV TC-83 Vero 10K pilot screen=1.1
COc1ccc2c(c1[N+](=O)[O-])CCC/C2=N/OC(=O)c1ccccc1SC | 0% | 0% | -2% | -1% | 5.1%
Cc1ccc(Cl)c(NC(=O)CN2CCN(C=O)CC2)c1 | 0% | · | -7% | 4% | ·
C=CCNC(=S)N/N=C/c1ccc(-c2cccc([N+](=O)[O-])c2)o1 | -3% | -3% | -39% | 3% | 0.5%
O=S(=O)(CCN1CCCCC1)Oc1ccc(Cl)cc1Cl | 10% | -4% | ? | 0% | i
CCOC(=O)c1c(NC(=O)CN(C)C)sc(C(=O)N(CC)CC)c1C | 5% | 0% | 32% | -2% | 0.0%
CC(=O)c1ccccc1C(=O)N1CCCC(CCC(=O)N2CCN(c3ccccn3)CC2)C1 (stereo not given) | -2% | -6% | -5% | -1% | i
O=C(CCCn1c(=O)[nH]c2ccsc2c1=O)NCc1cccs1 | -12% | 6% | 7% | 14% | 3.6%
Cc1cc(C)n2nc(C(=O)N/N=C/c3ccco3)nc2n1 | 2% | 0% | -6% | 0% | 1.2%
CCOC(=O)N1CCN(C(=O)c2ccc3c(c2)N(Cc2ccc(F)cc2)CCS3)CC1 | 4% | 7% | 24% | 4% | 8.2%
CCc1cccc(Nc2cnn(C34C[C@@H]5C[C@@H](CC(CC(=O)O)(C5)C3)C4)c(=O)c2Cl)c1 | 0% | 0% | 18% | -1% | 1.3%
CC(=O)N(CC(=O)O)c1ccccc1 | 1% | -1% | -10% | 0% | 0.9%
Cc1ccc(S(=O)(=O)N2CCN(C(=O)COC(=O)c3cc(C)oc3C)CC2)cc1 | -5% | 8% | 4% | 1% | 0.9%
Cc1cc(C(=O)COC(=O)c2ccc[nH]c2=O)c(C)n1-c1ccccc1F | 21% | -23% | 21% | 5% | 2.2%
CC(C)N(Cc1nccn1C)C(=O)CC1C(=O)NCCN1Cc1ccc(F)cc1 (stereo not given) | -9% | 12% | 9% | 0% | 0.9%
COc1ccccc1NC(=O)N1CCN(c2cc(-c3ccccc3)nc3ncnn23)CC1 | -4% | 4% | -9% | ? | 1.6%
Cc1ccc2nc(-c3ccccc3)cc(C(=O)NCC(c3ccco3)N(C)C)c2c1 (stereo not given) | 9% | 1% | 38% | ? | 10%
COc1ccc(NC(=O)Cc2coc3cc(C)c(C(C)C)cc23)cc1S(=O)(=O)N1CCOCC1 | 1% | 3% | 11% | -6% | 9.7%
CC1(C)CC(=O)C(CS(=O)(=O)c2ccccc2)=C(O)C1 | -5% | -2% | 63% | 0% | 2.3%
COc1ccc(C2CC(c3ccccc3)=NN2S(=O)(=O)c2ccccc2)cc1 (stereo not given) | 1% | 1% | 3% | 1% | 5.5%
c1cncc(CNc2c3c(nc4nnnn24)CCCC3)c1 | 7% | 4% | -12% | -6% | 4.2%
COc1ccccc1C(CNC(=O)COc1cc(C)ccc1Cl)N1CCCC1 (stereo not given) | 0% | -4% | 34% | -4% | 2.0%
Cc1ccc(NC(=O)CSCC(=O)NC2=NCCS2)cc1 | · | -1% | 18% | 3% | 2.1%
CCOCCCNC(=O)C1c2cc(OC)c(OC)cc2C(=O)N2CCCCC12 (stereo not given) | -4% | -1% | -1% | -3% | 0.7%
O=C(Nc1nc2c(s1)CCc1ccccc1-2)c1cccs1 | 3% | 1% | -1% | 4% | 1.2%
O=C(NCCc1c[nH]c2ccccc12)c1c(Cl)nc2sccn12 | -10% | -5% | -3% | 0% | 0.7%
COc1ccc(S(=O)(=O)NC2CCCCC2)c(C)c1C | 2% | -5% | 20% | 2% | 0.9%
O=C(NN=C1C2CC3CC(C2)CC1C3)c1ccccc1O | 6% | 4% | 24% | -1% | 1.0%
CC(=O)Oc1cccc(/C=N\NC(=O)C(=O)N/N=C/c2cccc(OC(C)=O)c2)c1 | · | -7% | -8% | -3% | i
COc1ccccc1/C=C/C(=O)OC(C)CN1CCCCC1 (stereo not given) | 4% | -1% | -5% | -7% | i

Sorted by length of the SMILES (smallest number first): part of the list above
SMILES | PhoP GFP inhibition | H1N1 NS1A inhibition | tuberculosis growth | M. tuberculosis HTS | VEEV TC-83 Vero | others
COc1ccc(S(=O)(=O)NC2CCCCC2)c(C)c1C | 2% | -5% | 20% | 2% | 0.9%
O=C(NN=C1C2CC3CC(C2)CC1C3)c1ccccc1O | 6% | 4% | 24% | -1% | 1.0%
CC(=O)Oc1cccc(/C=N\NC(=O)C(=O)N/N=C/c2cccc(OC(C)=O)c2)c1 | · | -7% | -8% | -3% | i

Grouped by structure: the entries above with two or more sulfur atoms
SMILES | PhoP GFP inhibition | H1N1 NS1A inhibition | tuberculosis growth | M. tuberculosis HTS | VEEV TC-83 Vero | others
O=C(CCCn1c(=O)[nH]c2ccsc2c1=O)NCc1cccs1 | -12% | 6% | 7% | 14% | 3.6%
Cc1ccc(NC(=O)CSCC(=O)NC2=NCCS2)cc1 | · | -1% | 18% | 3% | 2.1%
O=C(Nc1nc2c(s1)CCc1ccccc1-2)c1cccs1 | 3% | 1% | -1% | 4% | 1.2%

(listing goes on)
SMILES | PhoP GFP inhibition | H1N1 NS1A inhibition | tuberculosis growth | M. tuberculosis HTS | VEEV TC-83 Vero | others
CCOC(=O)C1C(=O)CC(O)(c2ccccc2)CC1c1ccccc1 (stereo not given) | -7% | -1% | 26% | -4% | 5.2%
C=CCSc1nsc(NC(=O)Nc2ccc(F)cc2)n1 | 6% | -4% | ? | ? | ?
CC(=O)NC(CC(=O)O)C(=O)O (stereo not given) | 4% | 4% | 1% | 18% | i
COc1ccccc1CNC(=O)COC(=O)c1ccc(C)c(S(=O)(=O)N2CCOCC2)c1 | 1% | -3% | -13% | -2% | 1.6%
Cc1ccc(S(=O)(=O)N2CCCCC2)cc1NC(=O)C1CCCO1 (stereo not given) | -2% | -12% | -4% | -1% | i
Cc1ccc(CN2CCCC(C(=O)N3CCCC3)C2)cc1 (stereo not given) | -1% | -5% | 0% | -6% | 0.0%
CN(N=Nc1cccc([N+](=O)[O-])c1)c1cccc([N+](=O)[O-])c1 | -11% | 8% | 9% | 5% | i
C/C(=N\NC(=O)C(=O)Nc1cc(Cl)ccc1Cl)c1ccncc1 | 3% | 0% | -14% | 60% | 0.9%
Cc1ccc(Nc2nc(Oc3ccc(=O)[nH]n3)nc(N(C)C)n2)cc1 | 3% | -6% | -1% | -2% | 6.6%
COc1ccc2ccc(OCC(=O)N3c4ccccc4NC(=O)CC3C)cc2c1 (stereo not given) | · | -3% | 22% | -3% | 1.2%
Cc1nn(-c2ccccc2)c(C)c1/C=N/n1c(-c2ccc(C(C)(C)C)cc2)n[nH]c1=S | 13% | -4% | -11% | 3% | 12%
NC(=O)C1(N2CCCCC2)CCN(C(=S)Nc2cc(F)cc(F)c2)CC1 | -1% | -8% | 2% | 6% | 0.1%
O=C(O)C1C2CCCCC2=C2CCCCC2C1C(=O)O (stereo not given) | -3% | -3% | -3% | 0% | 1.1%
Nc1nc(SCC(=O)Nc2cccc(Oc3ccccc3)c2)n[nH]1 | -2% | 1% | 31% | -2% | i
CCCCN=C(C)C1=C(O)CSC1=O | -5% | -3% | 0% | 5% | 0.8%

The list goes on, overlapping the part above by six compounds.
SMILES | PhoP GFP inhibition | H1N1 NS1A inhibition | tuberculosis growth | M. tuberculosis HTS | VEEV TC-83 Vero | others
COc1ccc2ccc(OCC(=O)N3c4ccccc4NC(=O)CC3C)cc2c1 (stereo not given) | · | -3% | 22% | -3% | 1.2%
Cc1nn(-c2ccccc2)c(C)c1/C=N/n1c(-c2ccc(C(C)(C)C)cc2)n[nH]c1=S | 13% | -4% | -11% | 3% | 12%
NC(=O)C1(N2CCCCC2)CCN(C(=S)Nc2cc(F)cc(F)c2)CC1 | -1% | -8% | 2% | 6% | 0.1%
O=C(O)C1C2CCCCC2=C2CCCCC2C1C(=O)O (stereo not given) | -3% | -3% | -3% | 0% | 1.1%
Nc1nc(SCC(=O)Nc2cccc(Oc3ccccc3)c2)n[nH]1 | -2% | 1% | 31% | -2% | i
CCCCN=C(C)C1=C(O)CSC1=O | -5% | -3% | 0% | 5% | 0.8%
CN1CCN(C(c2ccc(F)cc2)c2ccc3cccnc3c2O)CC1 (stereo not given) | · | 7% | · | · | 1.2%
O=C(Nc1ccc(S(=O)(=O)N2CCCCC2)cc1)c1ccc(CN2CCOCC2)cc1 | -5% | -1% | 0% | -2% | 1.7%
CC(C(=O)N(C)C1CCS(=O)(=O)C1)N1C(=O)/C(=C/c2ccco2)SC1=S (stereo not given) | -3% | 11% | 17% | 6% | 6.0%
CCn1cc(C(=O)NCCc2ccc(OC)cc2)c(=O)c2ccc(C)nc21 | 4% | 5% | 22% | 2% | i
COCCn1c(SCC(=O)NC2CC2)nc2ccccc21 | · | -14% | -5% | -9% | 0.2%
COc1ccc(-c2nn(-c3ccccc3)cc2CNC[C@H]2O[C@@H](n3cnc(C(N)=O)n3)[C@H](O)[C@@H]2O)cc1 | · | -18% | · | · | i
CCn1cc(C(=O)N2CCCCC2)c2ccccc21 | -20% | 5% | -14% | 1% | i
Cc1ccc(CN2CCNC(=O)C2CC(=O)O)o1 (stereo not given) | 5% | 9% | · | 4% | 0.2%
CC(Oc1ccc(Cl)cc1Cl)c1ccnc(N)n1 (stereo not given) | 7% | 2% | -19% | 18% | 1.1%
N=C(N)c1ccc(O)cc1 | 5% | -11% | -22% | -3% | i
Cc1cccc(NCC(=O)N/N=C\c2cccc(Oc3ccccc3)c2)c1 | -1% | -1% | -4% | 3% | 3.7%
CCOC(=O)Cc1csc(NC(=O)CSc2nnc(-c3ccncc3)n2Cc2ccco2)n1 | -6% | -8% | 5% | 2% | 0.7%
CC1=NNC(=O)C1CCC(=O)N/N=C/c1ccccc1 (stereo not given) | -2% | 1% | 5% | -4% | 0.4%
Cc1nccn1CC(=O)N/N=C/c1cccs1 | -3% | -27% | -8% | -4% | 0.7%
Cc1ccc(-c2cn3nc(-c4ccccc4)c(-c4ccccc4)nc3n2)cc1 | -13% | · | 29% | 3% | i
COC(=O)c1ccc(OC)c(OC)c1Cl | 2% | -17% | -7% | -1% | 0.5%
CN(c1cccc(Cl)c1)S(=O)(=O)c1cccc(C(=O)Nc2nc3ccccc3[nH]2)c1 | -5% | -6% | · | 62% | ?
O=C(O)c1c2c(nc3ccc(S(=O)(=O)N4CCC(C(=O)N5CCCCC5)CC4)cc13)CCCC2 | 5% | 3% | · | -9% | 0.8%

Source: PubChem BioAssay
